# PI4K2A inh: qHTS for small molecular inhibitors of PI4K2A; activity change, negative = inhibition, % at 76.9 µM; Phosphatidylinositol 4-kinase type 2-alpha (Homo sapiens), Q9BTU6; purified PI4K2A, ADP-Glo luminescence, 1 h; stronger effect = lower value; 420,000 compounds, 0.13% hits; in the data active = activity change below about -50%; inconclusive = mostly about -30% to -49%;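 also: -100% = wells without enzyme as full effect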
#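 Compounds are screened against recombinant PI4K2A using PI as substrate and ATP, the latter dispensed at 300 microM. Reactions run one hour at ambient temperature before ADP-Glo detection; full inhibition defined by wells lacking enzyme.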
# mIDH1 inhibitor: qHTS for Inhibitors of mutant isocitrate dehydrogenase 1 (IDH1): qHTS | 390,000 compounds, 0.093% hits | IDH1-R132H enzyme, NADPH consumption, diaphorase/resazurin fluorescence | Isocitrate dehydrogenase [NADP] cytoplasmic (Homo sapiens), O75874 | Potency, µM (top dose mostly 76.6 µM), inactives show at the highest dose activity change, negative = inhibition, actives largely listed as inhibitors; also: potency is read from the fitted curve at half-maximal effect; % is scaled to controls: 0 for no effect and ±100 for the full control effect; nearly all actives have a fitted effect of over 65% in size
# Target sequence (O75874 whole entry R132H, stated change not applied): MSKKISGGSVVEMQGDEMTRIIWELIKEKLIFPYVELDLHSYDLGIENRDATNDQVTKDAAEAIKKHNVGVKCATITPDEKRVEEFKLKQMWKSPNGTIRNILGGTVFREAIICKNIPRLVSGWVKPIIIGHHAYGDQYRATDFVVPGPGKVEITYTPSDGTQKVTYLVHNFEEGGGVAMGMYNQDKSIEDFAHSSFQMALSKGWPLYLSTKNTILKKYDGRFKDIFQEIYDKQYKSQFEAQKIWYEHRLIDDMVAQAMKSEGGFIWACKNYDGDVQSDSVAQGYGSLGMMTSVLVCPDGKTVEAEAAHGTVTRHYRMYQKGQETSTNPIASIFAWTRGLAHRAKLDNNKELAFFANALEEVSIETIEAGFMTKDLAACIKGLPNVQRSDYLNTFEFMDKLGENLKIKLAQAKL
#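 IDH1-R132H (0.5 ug/mL dispensed) in pH 7.5 Tris buffer was preincubated 30 min with compound, then given a substrate mix of 0.016 mM NADPH and 2 mM alpha-KG for 80 min at room temperature; remaining NADPH was read by diaphorase/resazurin fluorescence.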
# TrxR1 substrate: qHTS Assay for Substrates of Mammalian Selenoprotein Thioredoxin Reductase 1 (TrxR1): qHTS; Thioredoxin reductase 1, cytoplasmic (Rattus norvegicus), O89049; purified TrxR1 substrate turnover, NADPH consumption readout; Potency, µM (titrated, usually from 114 µM), for inactives: top-dose activity change, negative = substrate turnover; 390,000 compounds, 0.01% hits; AID 588456, 2011; also: potency is read from the fitted curve at half-maximal effect; % is scaled to controls: 0 for no effect and ±100 for the full control effect; nearly all actives have a fitted effect of over 50% in size
#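 Rat TrxR1, dispensed at 90 nM, was prereduced with 400 uM NADPH (final) for 5 min at ~22 deg C, then incubated with compound 15 min before 400 uM selenite. A first-read NADPH fluorescence drop versus no-compound background flagged substrates.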
# Vif-APOBEC3G blk: qHTS for Inhibitors of Vif-A3G Interactions: qHTS | 410,000 compounds, 0.076% hits | HeLa A3G-eYFP + Vif (tagged APOBEC3G with the HIV-1 protein that degrades it), YFP fluorescence, overnight | DNA dC->dU-editing enzyme APOBEC-3G (Homo sapiens), Q9HC16 | Potency, µM (top dose mostly 46.1 µM), without a hit: at the top dose activity, negative = active, hits mostly inhibitors;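 also: potency is read from the fitted curve at half-maximal effect; % is scaled to controls: 0 for no effect and ±100 for the full control effect; nearly all actives have a fitted effect of over 60% in size; hits raise eYFP signal because A3G escapes Vif-driven loss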
# Target sequence (Q9HC16 whole entry, looked up): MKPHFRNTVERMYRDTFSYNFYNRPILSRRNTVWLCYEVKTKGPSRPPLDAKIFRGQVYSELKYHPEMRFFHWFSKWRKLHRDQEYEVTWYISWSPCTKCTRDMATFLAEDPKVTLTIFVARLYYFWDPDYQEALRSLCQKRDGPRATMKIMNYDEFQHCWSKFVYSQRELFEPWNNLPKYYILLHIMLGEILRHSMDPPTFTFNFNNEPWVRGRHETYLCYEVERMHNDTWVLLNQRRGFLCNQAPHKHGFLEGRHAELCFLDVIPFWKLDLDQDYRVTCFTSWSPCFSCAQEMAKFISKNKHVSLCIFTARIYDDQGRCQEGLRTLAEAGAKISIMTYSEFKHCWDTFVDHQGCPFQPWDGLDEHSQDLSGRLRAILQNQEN
#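 HeLa cells stably expressing Vif and C-terminally eYFP-tagged A3G, seeded overnight at 37 deg C, then exposed to compound by pintool overnight at 37 deg C. Rise in yellow fluorescence (Ex 488/Em 500-530, Acumen) marks blocked Vif-driven A3G degradation.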
# LDHA block: qHTS assay for inhibitors of human lactate dehydrogenase; L-lactate dehydrogenase A chain (Homo sapiens), P00338; purified LDHA, NADH/diaphorase-resazurin fluorescence; stronger effect = lower value; activity change, % (values are at about 110 or 230 µM); 480,000 compounds, 0.15% hits; AID 1347041, 2019; in the data active = activity change below about -30%; inconclusive = mostly about -25% to -30%;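 also: plate controls were DMSO wells for no effect and wells without enzyme for full effect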
#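 Human LDH5 at 2 nM final in Tris HCl pH 7.4 with 0.06 mM NADH and 0.2 mM pyruvate, reacted 5 minutes at room temperature. Remaining NADH coupled via diaphorase/resazurin; resorufin fluorescence read at 0 and 20 minutes, normalized to enzyme-free and DMSO wells.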
# GRP78 ERSR act: qHTS for Inducers of the Endoplasmic Reticulum Stress Response (ERSR) in Human Glioma: qHTS | U87-MG GRP78 promoter luciferase reporter, 16 h | Potency, µM, without a hit: at the top dose activation, actives largely listed as activators | 420,000 compounds, 0.02% hits; also: potency is read from the fitted curve at half-maximal effect; series mostly up to about 76 µM; % of control where 0% means no effect; nearly all actives have a fitted effect of over 35% in size
#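 Stably transfected U87-MG human glioma cells carrying a GRP78-based luminescent sensor were seeded at 1000 cells/well, pin-dosed with compounds and incubated 16 h. Luciferase reagent was then added, and end-point luminescence was read after 10 min at room temperature.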
# RXFP1 agonist: qHTS Assay for Agonists of the Relaxin Receptor RXFP1; Relaxin receptor 1 (Homo sapiens), Q9HBX9; HEK293T-RXFP1 cAMP TR-FRET, 30 min; response scale: percent of porcine relaxin response, buffer zero; Potency, µM (doses to about 57.5 µM), for inactives: at the top dose activation, hits mostly activators; 370,000 compounds, 0.3% hits; AID 2676, 2010; also: potency is read from the fitted curve at half-maximal effect; % is scaled to controls: 0 for no effect and ±100 for the full control effect; nearly all actives have a fitted effect of over 60% in size; many of its hits are not listed in these tables
#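 Agonist response is measured as cAMP accumulation in an RXFP1-transfected HEK293T line under PDE4 inhibition. Values are scaled between buffer-only and 29 nM porcine relaxin, and EC50s come from standard Hill equation fits.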
# Vif-A3F inh: qHTS for Inhibitors of Vif-A3F Interactions: qHTS | HeLa A3F-eYFP + Vif (tagged APOBEC3F with the HIV-1 protein that degrades it), YFP fluorescence increase | Potency, µM (top dose mostly 46.1 µM), without a hit: at the top dose activity, negative = active | 390,000 compounds, 0.2% hits | AID 602313, 2012; also: potency is read from the fitted curve at half-maximal effect; % of control where 0% means no effect; nearly all actives have a fitted effect of over 65% in size
#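 HeLa cells stably expressing A3F-eYFP plus Vif, plated and incubated overnight at 37 deg C, then exposed to compounds overnight at 37 deg C. Blocked degradation read as raised yellow fluorescence (Ex 488/Em 500-530).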
# USP1-UAF1 inh: Inhibitors of USP1/UAF1: Primary Screen. Ubiquitin carboxyl-terminal hydrolase 1 (Homo sapiens), O94782. AID 743255, 2014. 390,000 compounds, 0.23% hits. recombinant USP1/UAF1, Ub-Rhodamine cleavage fluorescence. Potency, µM (series often up to 57.1 µM), without a hit: at the top dose activity change, negative = inhibition, hits mostly inhibitors; also: potency is read from the fitted curve at half-maximal effect; % is scaled to controls: 0 for no effect and ±100 for the full control effect; nearly all actives have a fitted effect of over 60% in size; inactives centre near -12
#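 In this screen, compounds sit with the deubiquitinase complex (1nM) for 15 min at room temperature before Ub-Rho is added at 150nM final. Fluorescence rise is then followed for 6 reads every 60 seconds.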
# * = called active by the depositor; ? = inconclusive; · = no result given; & = joins results of further samples; [ ] = another dose, or the depositor's remark. Unless noted, calls follow the shape of the dose curve; as a rule, active = well fitted curve in the direction sought with a large enough effect; inconclusive = small, poorly fitted or top-dose-only effect, or another doubt; inactive = no such curve, though single readings can be large; an effect the other way counts as inactive or inconclusive. These rows are one share of the data, so the mix of outcomes need not match the whole.
item	Molecule	PI4K2A inh	mIDH1 inhibitor	TrxR1 substrate	Vif-APOBEC3G blk	LDHA block
1	OC[C@@H](O)[C@@H](O)[C@H](O)[C@@H](O)CO	-3	-9%	4%	0%	-9
2	O=c1cc(CO)oc(CN2CCN(Cc3ccccc3)CC2)c1O	0	-2%	-11%	1%	0
3	O=C(CSc1ncccn1)c1ccccc1Br	-2	10%	3%	0%	-1
4	COc1ccc(NC(=O)c2cccc3c(-c4cnn(C)c4)coc23)cc1	-5	·	·	-18%	-8
5	COc1ccccc1-n1c(C)c(C(=O)O)c2cc(OC)c3ccccc3c21	0	6%	32%[activator]	-2%	4
6	O=C(COc1ccccc1Cl)Nc1cccc(S(=O)(=O)NC2=NCCCCC2)c1	0	0%	-7%	-5%	-4
7	COc1cccc(CNC(=O)Cc2ccc(NC(=O)C3=C(C)OCCS3)cc2)c1	-8	0%	-2%	-19%	-17
8	O=c1c2ccccc2nnn1COc1cccc(Cl)c1	3	-3%	5%	1%	0
9	CC(C)Cc1nnc(NC(=O)Cc2ccc([N+](=O)[O-])cc2)s1	3	1%	-8%	-1%	0
10	Cc1ccc(C2=CC(c3ccccc3C)n3c(nc4ccccc43)N2)cc1 (configuration not stated)	-4	14%	2%[57.1 µM]	-13%	-7

item	GRP78 ERSR act	RXFP1 agonist	Vif-A3F inh	USP1-UAF1 inh
1	-2%	-0.5%	1%	-10%
2	-6%	-0.2%	-1%	-7%
3	7%	2.2%	-3%	-14%
4	-2%	·	·	·
5	-1%	-3.8%	-1%	-17%
6	-3%	1.5%	-9%	-7%
7	-1%	0.9%	0%	-28%
8	0%	3.1%	-9%	-6%
9	-3%	0.6%	4%	-4%
10	-7%	11%	?	?

# Other entries follow:
item	Molecule	PI4K2A inh	mIDH1 inhibitor	TrxR1 substrate	Vif-APOBEC3G blk	LDHA block
11	O=C(Nc1cccc(S(=O)(=O)N2CCCCC2)c1)c1ccco1	-1	4%	-1%	6%	0
12	O/N=C/c1cc(Br)cs1	-1	4%	7%	0%	-1
13	CCN1CCN(C(=O)c2ccc3c(c2)N(Cc2ccccc2)C(=O)c2ccccc2S3=O)CC1 (configuration not stated)	-1&3	12%&15%	-1%[57.1 µM]	-6%&-3%	0&-4
14	Cc1cccc(N(CC(O)CON=C2c3ccccc3-c3ccccc32)S(C)(=O)=O)c1 (configuration not stated)	0	-2%	8%	-5%	-4
15	COc1cc2c3nnc(-c4ccccc4)c-3cn(Cc3ccccc3F)c2cc1OC	4	1%	17%[57.1 µM]	?	-12
16	COc1cc2c(C(=O)N3CCN(c4ccccc4F)CC3)cn(C)c(=O)c2cc1OC	9	3%	10%	-9%	-5
17	C=C1C(=O)C23C(O)C1CCC2C12CCCC(C)(COC(C)=O)C1C(O)C3(O)OC2 (configuration not stated)	2	3%	-7%	-14%	-4
18	COc1cccc(C(=O)N/N=C/c2cn[nH]c2-c2ccc(OC)cc2OC)c1	0	3%	5%[57.1 µM]	-1%	-14
19	Cc1cccc(NC(=O)CNC(=O)c2cccc(-n3cccc3)c2)c1C	-15	9%	-2%	0%	1
20	O=C(NNC(=O)c1ccc(Cl)c([N+](=O)[O-])c1)c1ccncc1	4	4%	7%[57.1 µM]	-1%	-15

item	GRP78 ERSR act	RXFP1 agonist	Vif-A3F inh	USP1-UAF1 inh
11	-2%	-1.7%	2%	-21%
12	-1%	2.3%	-17%	-20%
13	-2%&-1%	-0.6%&-1.2%	0%&9%	-20%&-10%
14	-2%	2.7%	-8%	?
15	-14%	0.8%	?	?
16	-1%	-0.2%	-5%	-22%
17	-14%	·	-1%	-6%
18	-4%	0.3%	-8%	-6%
19	-2%	0.2%	-3%	-6%
20	1%	3.0%	1%	1%

# Compounds 11–12, quoted:
item	Molecule	PI4K2A inh	mIDH1 inhibitor	TrxR1 substrate	Vif-APOBEC3G blk	LDHA block
11	O=C(Nc1cccc(S(=O)(=O)N2CCCCC2)c1)c1ccco1	-1	4%	-1%	6%	0
12	O/N=C/c1cc(Br)cs1	-1	4%	7%	0%	-1

item	GRP78 ERSR act	RXFP1 agonist	Vif-A3F inh	USP1-UAF1 inh
11	-2%	-1.7%	2%	-21%
12	-1%	2.3%	-17%	-20%

# (further entries)
item	Molecule	PI4K2A inh	mIDH1 inhibitor	TrxR1 substrate	Vif-APOBEC3G blk	LDHA block
21	COC(=O)c1csc(C2OC(CO)C(O)C2O)n1 (configuration not stated)	2	-1%	·	0%	-13
22	CCOC(=O)C1CCN(c2cc3c(cc2NC(=O)c2cc(OC)ccc2Br)n(C)c(=O)n3C)CC1	-2	-11%	-13%[57.1 µM]	0%	7
23	O=C(CSc1nc(=O)n(CCCN2CCOCC2)c2c1CCCC2)Nc1cccc(Cl)c1	3	4%	-6%	1%	-4
24	COc1ccc(NC(=O)c2cc(-c3ccc(C)cc3)on2)cc1	-1	-5%	9%	1%	-3
25	O=C(Cn1cnc2c(nnn2Cc2ccc(Cl)cc2)c1=O)OCc1ccccc1	-3	0%	8%	0%	-8
26	Cc1cccnc1Nc1nc(-c2ccccn2)cs1	-12	7%	10%[57.1 µM]	1%	-1
27	Cc1ccc(S(=O)(=O)N2CCC(=O)N(CCOCc3ccc(C(F)(F)F)cc3)CC2)cc1	-3	9%	0%	4%	3
28	COc1ccccc1CNC(=O)COC(=O)c1ccc(-n2cnnn2)cc1	0	8%	-6%	0%	-4
29	CCCNC(=O)c1ccc(Cl)c(Cl)c1	0	-1%	-2%	-6%	-6
30	CC(C)C#Cc1cnc2c(c1)C(=O)N([C@H](C)CO)C[C@@H](C)[C@H](CN(C)C(=O)Nc1ccccc1F)O2	-2	-3%	·	0%	-4

item	GRP78 ERSR act	RXFP1 agonist	Vif-A3F inh	USP1-UAF1 inh
21	-4%	·	1%	?
22	-1%	0.1%	0%	-18%
23	-4%	2.4%	2%	-16%
24	-2%	1.7%	3%	-31%
25	-3%	0.3%	-4%	-7%
26	-5%	-0.6%	0%	-11%
27	0%&-4%	2.1%	3%	?
28	-2%	4.2%	-4%	-15%
29	0%	1.2%	0%	-20%
30	0%	·	0%	-20%

# (continued)
item	Molecule	PI4K2A inh	mIDH1 inhibitor	TrxR1 substrate	Vif-APOBEC3G blk	LDHA block
31	COc1ccccc1[C@H]1C(c2cccc(Cl)c2)=NN(c2ccccc2)[C@@H]1CO	-5	15%	156%[activator]	0%	4
32	COc1ccc(-c2cn[nH]c2N)cc1	-10	1%	11%[57.1 µM]	4%	2
33	OCCC1CN(Cc2nc3c(s2)CCCC3)CCN1Cc1ccsc1 (configuration not stated)	-2	-1%	8%[57.1 µM]	0%	-2
34	Cc1ccc(CNS(=O)(=O)c2c(C(=O)N3CCC(C)CC3)c(C)n(C)c2C)cc1	-6	2%	7%[57.1 µM]	0%	-5
35	COc1cccc(CNC(=O)c2c[nH]n3c(=O)c(Cl)c(C)nc23)c1	5	14%	5%	-7%	0
36	C=CCc1cccc(OC)c1OCCOCCn1ccnc1	0	11%	11%[57.1 µM]	2%	-16
37	COc1ccc(S(=O)(=O)NCC2CCCN(C(=O)c3cccnc3C)C2)cc1 (configuration not stated)	-2	4%	4%	0%	-8
38	Cc1ccc(C)c(NC(=O)c2ccc(CN3CC(=O)N4CCCCC4C3=O)cc2)c1 (configuration not stated)	7	-2%	-2%	-3%	8
39	COC(=O)c1[nH]c2cc(OC)ccc2c1N=CN(C)C	19	6%	0%	0%	-7
40	Cc1ccc(N2C(=O)NC(NS(=O)(=O)c3ccccc3)(C(F)(F)F)C2=O)cc1C (configuration not stated)	-4&2	-4%&-4%	-3%&15%	-5%&1%	-11&-13
41	COc1ccccc1CNC(=O)CSc1ccc(-c2cccs2)nn1	-3	-6%	-3%	0%	-3
42	CCN(CC)c1ccc(NC(=O)CCc2c(C)nc3ncnn3c2C)c(C)c1	6	-2%	-2%	3%	6

item	GRP78 ERSR act	RXFP1 agonist	Vif-A3F inh	USP1-UAF1 inh
31	-4%&10%	·	-13%	?
32	-4%	-1.1%	8%	-11%
33	-3%	2.6%	0%	-24%
34	-3%	-0.2%	4%	-10%
35	-3%	-0.2%	-17%	-9%
36	0%	3.0%	0%	1%
37	-1%	0.0%	-5%	-6%
38	-1%	2.2%	-9%	-10%
39	-5%	-1.2%	-7%	-1%
40	-3%&-3%	2.0%&2.5%	-4%&-2%	-18%&-5%
41	-7%	-1.4%	-8%	0%
42	-4%	0.9%	-15%	-11%
